Screens (PubChem BioAssay)
FN deposit inh: fibronectin deposition inhibition; AH1F fibroblasts, Alexa488-fibronectin deposition fluorescence, overnight; inhibition, % at 12.6 µM; hit rate 0.086% among 350,000; AID 743247;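 active = mean inhibition across replicates of 30% or more, regardless of how many single replicates reach that level; inconclusive = mean under 30% yet at least half of replicates reach 30%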;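 also: positive control wells lacked labelled fibronectin entirely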
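Assay system: AH1F fibroblasts assembling fluorescent fibronectin matrix; Amount: 10000 AH1F cells per well; Buffer or medium: DMEM, 2% serum; Probe or stimulus: Alexa488-fibronectin, 24 nM final in well; Doses: single compound dose, delivered by pin transfer; Incubation: 1 h adhesion, overnight exposure; Measured by: fluorescence 485/525 nm; Read-out: fibronectin deposition inhibition.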
EWS-Fli block: blocks EWS/Fli oncoprotein-driven transcription; A673 NR0B1-luciferase reporter, viability-normalised; inhibition, % at 12.6 µM; hit rate 0.67% among 350,000;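 active = mean inhibition of at least 50% after viability correction, with every replicate also passing that limit; inconclusive = mean reaches 50% but only one of two replicates passes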;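 also: firefly luciferase signal divided by Alamar Blue viability fluorescence both relative to DMSO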
GSIS activator: primary screen for activators of insulin secretion dependent on glucose, INS-1E cells, GLuc reporter luminescence; AID 743287; hit rate 0.61% among 370,000; activation, % at 16.6 µM; INS-1E GLuc reporter insulin secretion, 2-3 h;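 active = lowest replicate activation of at least 40%, so every replicate reaches that level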;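 also: 0% = median of neutral control wells and 100% = median of IBMX positive control wells; some compounds called inactive have numbers as strong as hits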
miR122 inh: miR-122 inhibition in Huh7 cells | Huh7 miR-122 Renilla luciferase sensor, 48 h; neutral wells = 0, positive control = 100 | activation (reporter increase), % at 12.5 µM | hit rate 0.3% among 340,000 | AID 602342;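 active = mean replicate activation score at least 90 and every replicate individually at or above 90; inconclusive = only one of the two criteria met; inactive = neither criterion met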;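 also: higher luciferase means less miR-122 activity so hits act as miR-122 inhibitors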
DENV2 CPE rescue: protects cells from dengue virus 2 cytopathic effect | hit rate 1.7% among 350,000 | AID 651640 | DENV2-infected cells, cytopathic effect rescue, plate reader | CPE inhibition, % at 9.99 µM; in the data active = CPE inhibition above about 20%, passing the limit was not always enough; inconclusive = no clear call, values can overlap the other calls; tested in BHK-21 cells;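 also: 0% = median of neutral control wells and 100% = median of positive control wells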
CFTR F508del cor: CFTR F508del correction in bronchial cells; CFBE cells, YFP halide quenching; stimulated with forskolin plus potentiator P3; % fluorescence drop versus neutral controls; hit rate 0.36% among 350,000; activity (quench increase), % at 7.58 µM;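 active = mean added fluorescence quench of at least 8% versus neutral control, with both replicates also reaching 8%; inconclusive = only one of the mean or replicate conditions met; inactive = mean below 8% and not both replicates reaching 8%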;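 also: cells transiently co-express mutant CFTR-F508del with the halide-sensitive YFP; corrector assay measuring rescue of mutant channel to the surface after 24 h compound exposure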
PAX8 reporter: lowers PAX8-driven luciferase in RMG-I cells; RMG-I TPO-luciferase reporter, SteadyGlo, 24 h; inhibition, % at 12.6 µM; hit rate 1.2% among 360,000; AID 652154;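 active = mean replicate inhibition at least 60% with every replicate also reaching 60%; inconclusive = only one of the two criteria is met; inactive = mean below 60% and not all replicates reaching 60%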;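 also: luciferase light reporting Pax8 driven TPO promoter activity; plate controls were median of neutral control wells for no effect and mitoxantrone controls for full effect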
An asterisk follows results filed as active; u = inconclusive; x = no result given; [ ] = another dose, or the depositor's remark.

SMILES	FN deposit inh	EWS-Fli block	GSIS activator	miR122 inh	DENV2 CPE rescue	CFTR F508del cor	PAX8 reporter
O=C(CSc1n[nH]c(=O)n1Cc1ccco1)c1ccc2c(c1)OCCO2	0	-78	14	-4	7	-1.6	-72
O=c1cc(-c2ccccc2)c2cc3c(cc2[nH]1)OCCO3	9	3	19	0	2	0.7	1
CCCN(C)C[C@H]1OCCCC[C@@H](C)Oc2ccc(NC(=O)Cc3ccccc3)cc2C(=O)N([C@H](C)CO)C[C@H]1C	x	-5	-7	6[16.7 µM]	-2	0.9	24
O=C(COC(=O)c1ccc(S(=O)(=O)N2CCCC2)cc1)NCCc1ccc(F)cc1	-3	3	-11	-4	-4	-2.9	10
COc1ccc(OC)c(CCNC(=O)CCc2nnc3ccc(N4CCCCC4)nn23)c1	6	x	-4	-5	-5	-0.2	11
O=C(Cc1cccs1)N(c1ccc(F)cc1)C1(C(=O)NC2CCCCC2)CCCC1	10	8	-20	x	-5	2.5	3
COc1ccc(S(=O)(=O)Nc2ccc3c(c2)CC(=O)N([C@@H](C)CO)C[C@H](C)[C@H](CN(C)Cc2ccc(C(=O)O)cc2)O3)cc1	3	-7	15	-5[16.7 µM]	-2	6.3	-18
O=S(=O)(Cc1ccc(Cl)cc1)N1CCN(Cc2ccccc2)CC1	x	5	6	1	-4	3.5	x
CC(=O)N(C)C[C@H]1Oc2cc(C#CC3CCCC3)ccc2S(=O)(=O)N([C@H](C)CO)C[C@H]1C	3	17	-9	-7[16.7 µM]	u	-0.8	-7
O=C(COC(=O)CN1C(=O)c2ccccc2C1=O)Nc1ccccc1[N+](=O)[O-]	0	0	-8	x	x	2.4	-2
CC(=O)NCCc1ccc(S(=O)(=O)N2CCN(c3nc(-c4ccccc4)c(C)s3)CC2)cc1	2	6	0	x	-2	-0.8	-28
COc1ccccc1-c1ccccc1[C@@H]1[C@@H](CO)N(C(=O)CN(C)C)[C@H]1C#N	4	-5	4	x	7	-0.3	x
Cc1ccc([N+](=O)[O-])cc1-c1ccc2cccc(C)c2n1	6	x	4	1	x	x	x
CO[C@H](CN(C)C(=O)c1cnccn1)[C@H](C)CN([C@@H](C)CO)S(=O)(=O)c1ccc(Cl)cc1	-2	-4	5	x	-2	-1.4	x
C/C=C/c1ccc(C2[C@H]3CNC[C@@H]2N3S(=O)(=O)c2c(C)noc2C)cc1 (stereo partly drawn)	-4	25	10	x	1	1.3	10
C[C@@H]1CN([C@H](C)CO)C(=O)c2cc(NC(=O)C3CCCCC3)ccc2O[C@H]1CN(C)C(=O)Nc1cccc2ccccc12	x	3	8	-1[16.7 µM]	-8	-2.8	2
COC(=O)CNC(=O)/C=C/c1ccc(OC)cc1	x	-23	x	-2	2	0.2	x
O=C(NC(=S)N1CCCCC1CO)c1cccs1 (stereo not drawn)	-1	-50	6	10	0	4.9	-4
N#C/C(=C\c1ccc2c(c1)OCCO2)C(=O)Nc1nccs1	12	-18	-18	1	10	-2.6	7
COc1cccc(CNC(=O)[C@H]2[C@H](CO)[C@H]3Cn4c(ccc(-c5cccc(OC)c5)c4=O)[C@H]3N2C)c1	x	7	2	-6[16.7 µM]	-6	1.8	12
Cc1ccc(NC(=O)Cn2cnc3c(=O)n(C)c(=O)n(C)c32)c(C)c1	2	x	x	3	x	x	1
Cc1ccc(Cl)cc1-c1cc(C(=O)NCC2CCCCC2)[nH]n1	0	-4	14	-2	1	-0.6	-8
CCOc1ccc(C(=O)N2CCCC(c3nc(-c4cccs4)no3)C2)cc1 (stereo not drawn)	-11	-26	-27	35	13	-2.1	-43
O=C(Nc1cccc(S(=O)(=O)N2CCOCC2)c1)C1CC1	3	-1	2	-11	-13	0.8	-1
CC(C)COC(=O)N(C)C[C@@H]1OCc2ccccc2-c2ccccc2C(=O)N([C@@H](C)CO)C[C@H]1C	x	5	7	x	-1	1.2	-2

Next section
SMILES	FN deposit inh	EWS-Fli block	GSIS activator	miR122 inh	DENV2 CPE rescue	CFTR F508del cor	PAX8 reporter
Cc1ccc(C)c(NC(=O)C(Sc2nc3ccc(C)cc3[nH]2)c2ccccc2)c1 (stereo not drawn)	3	7	7	x	-4	0.3	19
O=C(C1CC1)N1CC(=O)N2[C@@H](CO)[C@H](c3ccc(Br)cc3)[C@@H]2C1	-4	1	2	x	-7	-0.2	18
O=C(O)c1sccc1Oc1ccc(NS(=O)(=O)c2ccccc2)cc1	-3	-6	5	x	-7	2.2	-6
CN1c2ccc(-c3ccccc3F)cc2[C@@H]2[C@@H](CCN2C(=O)NC2CCCC2)[C@@H]1CO	-9	11	-2	0[16.7 µM]	x	1.2	0
CSC(=NS(=O)(=O)c1ccccc1)NNC(=O)c1c(-c2c(Cl)cccc2Cl)noc1C	5	7	0	x	1	1.1	17
COC(=O)c1ccc(CN2CCN(Cc3ccccc3)C(CCO)C2)cc1 (stereo not drawn)	-5	-20	10	x	8	x	-6
Cc1ccc(N2CCN(S(=O)(=O)N3CCCCCC3)CC2)cc1Cl	x	1	-2	-6	0	1.0	x
CSc1cccc(NS(=O)(=O)c2ccc3c(c2)oc(=O)n3C)c1	5	0	0	x	6	-0.5	12
C/C=C/c1cnc2c(c1)C(=O)N([C@@H](C)CO)C[C@H](C)[C@@H](CN(C)C(=O)Nc1ccccc1F)O2	x	-3	17	2[16.7 µM]	4	0.6	x
O=C(Nc1ncccn1)C12CC3CC(CC(C3)C1)C2	5	-1	9	-6	0	0.3	16
Cc1ccc(-c2cnc3c(c2)C(=O)N([C@@H](C)CO)C[C@@H](C)[C@H](CN(C)C(=O)Cc2ccccc2)O3)cc1	x	-6	-22	-5[16.7 µM]	-6	-1.6	x
Cc1cc(C)n(CC(=O)N/N=C/c2cccs2)n1	-10	x	10	x	x	x	-47
O=C(C[C@@H]1C=C[C@H](NC(=O)C2CCOCC2)[C@@H](CO)O1)Nc1ccc(-c2ccccc2)cc1	1	-9	11	-4[16.7 µM]	11	0.0	-2
CCOc1ccc(C(=O)CCC(=O)NC(CC(C)C)C(=O)OC)cc1 (stereo not drawn)	-12	8	-3	-4	-3	-1.2	-8
N#Cc1ccc(C(=O)Nn2cnnc2)cc1	0	-7	11	x	-7	-5.4	-6
Cc1nc2ccc(NC3=NCCCCC3)cc2s1	-11	x	x	1	x	x	22
O=C(Cc1ccccc1)N1C[C@H]2[C@@H](c3ccccc31)[C@H](CO)N2C(=O)C1CCCC1	-12	3	-6	-11[16.7 µM]	x	2.1	7
COc1cccc(S(=O)(=O)N[C@@H]2C=C[C@@H](CC(=O)NCc3ccc(F)cc3)O[C@H]2CO)c1	8	1	4	x	-2	0.1	3
O=C(COC(=O)c1cccc(Br)c1)NCCC1=CCCCC1	0	-2	15	x	0	-1.6	16
C[C@@H]1CN([C@H](C)CO)C(=O)c2cc(NC(=O)CCCN(C)C)ccc2O[C@@H](C)CCCCO[C@H]1CN(C)C(=O)Nc1cccc2ccccc12	x	4	-7	-1[16.7 µM]	-12	1.5	-11
CS(=O)(=O)N(CCc1ccccc1)CC(=O)N1CCCC1	-7	-5	-14	-4	4	2.1	-2
COc1ccccc1N1CCN(S(=O)(=O)CCNC(=O)c2cccc(F)c2)CC1	-7	3	-4	x	-6	0.2	13
CN(Cc1ccco1)C(=O)c1cc2c(s1)-c1ccc(Cl)cc1S(=O)(=O)C2	15	2	2	5	2	-2.2	8
CCS(=O)(=O)Nc1ccc2c(c1)C(=O)N(C)[C@@H]1CC[C@@H](CC(=O)NCCCN3CCOCC3)O[C@H]1CO2	-3	-5	19	-68[16.7 µM]	6	-2.4	2
COc1ccc(N(CC(=O)Nc2ccc(C)c(C)c2)S(=O)(=O)c2c(C)noc2C)cc1	12	x	-29	-2	8	-0.3	11

Some of the entries above, set out differently:
Second line of a record: FN deposit inh | EWS-Fli block | GSIS activator | miR122 inh | DENV2 CPE rescue | CFTR F508del cor | PAX8 reporter
- COc1ccccc1N1CCN(S(=O)(=O)CCNC(=O)c2cccc(F)c2)CC1
→ -7 | 3 | -4 | x | -6 | 0.2 | 13
- O=C(Nc1ncccn1)C12CC3CC(CC(C3)C1)C2
→ 5 | -1 | 9 | -6 | 0 | 0.3 | 16
- Cc1ccc(-c2cnc3c(c2)C(=O)N([C@@H](C)CO)C[C@@H](C)[C@H](CN(C)C(=O)Cc2ccccc2)O3)cc1
→ x | -6 | -22 | -5[16.7 µM] | -6 | -1.6 | x
- CCOc1ccc(C(=O)CCC(=O)NC(CC(C)C)C(=O)OC)cc1 (stereo not drawn)
→ -12 | 8 | -3 | -4 | -3 | -1.2 | -8
- Cc1ccc(C)c(NC(=O)C(Sc2nc3ccc(C)cc3[nH]2)c2ccccc2)c1 (stereo not drawn)
→ 3 | 7 | 7 | x | -4 | 0.3 | 19
- Cc1ccc(N2CCN(S(=O)(=O)N3CCCCCC3)CC2)cc1Cl
→ x | 1 | -2 | -6 | 0 | 1.0 | x
- CS(=O)(=O)N(CCc1ccccc1)CC(=O)N1CCCC1
→ -7 | -5 | -14 | -4 | 4 | 2.1 | -2

Back to the main list; the three compounds before the break are reprinted first.
SMILES	FN deposit inh	EWS-Fli block	GSIS activator	miR122 inh	DENV2 CPE rescue	CFTR F508del cor	PAX8 reporter
CN(Cc1ccco1)C(=O)c1cc2c(s1)-c1ccc(Cl)cc1S(=O)(=O)C2	15	2	2	5	2	-2.2	8
CCS(=O)(=O)Nc1ccc2c(c1)C(=O)N(C)[C@@H]1CC[C@@H](CC(=O)NCCCN3CCOCC3)O[C@H]1CO2	-3	-5	19	-68[16.7 µM]	6	-2.4	2
COc1ccc(N(CC(=O)Nc2ccc(C)c(C)c2)S(=O)(=O)c2c(C)noc2C)cc1	12	x	-29	-2	8	-0.3	11
COc1ccc2c3c([nH]c2c1)[C@H](CO)N(Cc1ccc2c(c1)OCO2)CC31CCN(C(=O)Nc2c(C)noc2C)CC1	2	-9	-20	x	-2	3.5	-3
C[C@H](CO)N1C[C@H](C)[C@H](CN(C)C(=O)C2CCCCC2)Oc2cc(-c3ccccc3)ccc2S1(=O)=O	x	-5	-43	7[16.7 µM]	15	1.4	x
Cc1nc(S/C(=C/c2ccc(-c3cc(Cl)ccc3C)o2)C(=O)O)n[nH]1	8	7	11	x	-1	0.1	14
O=C(COC(=O)c1cccc(S(=O)(=O)N2CCCCCC2)c1)Nc1ccccc1C(F)(F)F	-1	10	13	-2	18	-1.4	6
Cc1cc(N2CCN(CC(C)(C)O)C[C@H]2C)ccc1N1CCN(CC(C)(C)O)[C@H](C)C1	10	-4	x	x	-3	-3.1	3
O=C(Nc1ccccc1)c1nsnc1C(=O)Nc1ccccc1	-1	10	1	x	1	x	-21
COc1cccc(C(=O)CC(=O)C(=O)Nc2cc(Cl)c(OC)cc2OC)c1	6	-26	x	-5	-5	-0.4	4
CC(=O)c1ccc(NC(=O)C2CCN(S(=O)(=O)c3cccs3)CC2)cc1	8	-38	-6	-14	-4	0.1	-25
COc1ccc(-n2c(=S)[nH]c3cc(C(=O)NC4CCCCC4)ccc3c2=O)c(OC)c1	5	3	9	-7	0	-1.5	15
CC(Sc1cccc[n+]1[O-])C(=O)NC1CCCCC1C (stereo not drawn)	-29	-5	10	x	-6	1.8	10
Cc1cccc(NC(=O)CSc2ncnc3c2oc2ccccc23)c1	6	-3	11	1	-3	-0.3	21
OC(c1ccc(Cl)c(Cl)c1)c1ncc(-c2ccc(Cl)cc2)[nH]1 (stereo not drawn)	3	6	-2	4	-2	0.7	22
OCC(O)C1OC(Nc2ccc(Cl)cc2)C(O)C1O (stereo not drawn)	8	3	-4	-4	-5	0.7	4
Cn1c(N)c(C(=O)N2CCN(c3ccccc3)CC2)c(=O)n(C)c1=O	-4	0	7	-3	37*	-3.0	0
COc1ccccc1CNC(=O)c1cc(C(C)C)nc2ccccc12	-6	-24	-16	19	-10	-4.5	-44
